Bioassay records deposited in PubChem by several laboratories.
p97 inhibitor = human p97 ATPase inhibition; P55072; recombinant p97 ATPase, Kinase-Glo ATP luminescence, 3 h; inhibition, % at 8 µM; hit rate 0.42% among 220,000; AID 1481; in the data active means inhibition above about 15%;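 further: 0% = DMSO vehicle and 100% = wells lacking enzyme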
eIF4E-4G inh = blocks eIF4E binding to eIF4G; hit rate 0.37% among 220,000; P63073+Q04637; TR-FRET eIF4E-eIF4GI(517-606) binding, 2 h; AID 782; inhibition, % at 21.7 µM;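 active means inhibition above about 30%, limit read from the data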;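 further: 0% = full FRET control wells and 100% = background wells lacking eIF4GI fragment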
Wee1 degr inh = blocks degradation of human Wee1 kinase | reporter increase, % at 5 µM | HeLa Luc-Wee1K328M stability, luciferase luminescence; 100% = proteasome inhibitor MG132 effect | P30291 | AID 1321 | hit rate 1.2% among 220,000;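 active means activation above the mean of all tested compounds plus 3 SD, set per screening run, cut at about 8.8% in these data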;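 further: cells exposed to compound for 20 h before luminescence read; 0% = DMSO alone and 100% = MG132 at 30 µM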
Target sequence (P30291 whole entry K328M): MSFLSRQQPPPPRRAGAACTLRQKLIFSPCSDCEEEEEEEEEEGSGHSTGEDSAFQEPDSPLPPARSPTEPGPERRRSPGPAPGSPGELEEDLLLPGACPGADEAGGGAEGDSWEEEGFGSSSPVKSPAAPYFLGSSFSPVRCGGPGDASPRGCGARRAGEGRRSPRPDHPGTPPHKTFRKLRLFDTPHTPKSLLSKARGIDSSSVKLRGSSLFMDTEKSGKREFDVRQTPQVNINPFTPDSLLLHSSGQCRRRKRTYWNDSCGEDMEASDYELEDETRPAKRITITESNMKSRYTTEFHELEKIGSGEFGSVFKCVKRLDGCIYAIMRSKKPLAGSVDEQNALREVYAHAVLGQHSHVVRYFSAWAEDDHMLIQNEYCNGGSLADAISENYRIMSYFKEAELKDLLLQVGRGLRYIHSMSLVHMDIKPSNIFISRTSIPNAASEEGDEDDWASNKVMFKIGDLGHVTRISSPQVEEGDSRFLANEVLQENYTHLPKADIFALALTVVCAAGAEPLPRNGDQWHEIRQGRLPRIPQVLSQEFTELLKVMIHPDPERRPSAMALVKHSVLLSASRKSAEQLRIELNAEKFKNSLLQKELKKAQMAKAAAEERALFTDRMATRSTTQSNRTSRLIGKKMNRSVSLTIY
hK5 inh = blocks human kallikrein 5 protease activity; Q9Y337; recombinant hK5, fluorogenic AMC substrate cleavage; inhibition, % at 5 µM; hit rate 0.59% among 210,000; AID 873;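 active means inhibition of 40% or more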;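 further: 0% = enzyme controls without compound and 100% = no-enzyme blanks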
Mdm2 ligase inh = blocks human Mdm2 ubiquitin ligase activity; Q00987; cell-based MDM2 ubiquitination luciferase reporter, 2 h; 0 = plate control, 100 = twice control, blank-subtracted; signal enhancement, % at 5 µM; hit rate 0.11% among 210,000; AID 1230;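 active means signal enhancement of 30% or more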;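 further: luminescence tracks abundance of the self-degrading MDM2-luciferase fusion protein; higher signal means inhibition of MDM2 E3 ligase activity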
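Assay system: stable mammalian line carrying autodegrading MDM2–luciferase fusion reporter; amount: 2000 cells seeded into each well; buffer or medium: DMEM; benchmarks: plate control and blank wells; signal: luciferase luminescence; timing: 2 h compound exposure at 37 °C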
FXIIa inh 1536 = factor XIIa (human) inhibition; P00748; purified FXIIa, Boc-QGR-AMC fluorogenic substrate, 2 h; inhibition, % at 5 µM; hit rate 0.3% among 220,000; in the data active means inhibition above about 40%;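 further: 0% = enzyme with no compound and 100% = blank without enzyme; many of its hits are not listed in these tables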
Rad51 HR inh = blocks human Rad51 in homologous recombination; Q06609; hRad51 DNA strand exchange, fluorescence dequenching; inhibition, % at 10 µM; hit rate 0.085% among 200,000;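 active means inhibition above 40% at the single screening dose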;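 further: 0% = DMSO control wells and 100% = blanks with heterologous ssDNA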
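material = hRad51 filaments on single-stranded DNA | timing = filaments 15 min 37 °C, then compound 30 min | signal = FRET fluorescence dequenching, excitation 485 nm, emission 520 nm | benchmarks = control wells and blank wells on each plate | evaluation = percent inhibition relative to plate controls and blanks | compound = 10 µM final, single point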
FXIa inh = factor XIa (human) inhibition; inhibition, % at 5 µM; hit rate 0.14% among 220,000; purified FXIa, Boc-Glu-Ala-Arg-AMC fluorogenic substrate; P03951;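 active means inhibition of at least 40%; inactive means inhibition below 40%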;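 further: fluorescence of freed AMC excited at 355 nm; 0% = enzyme without compound and 100% = no enzyme blank; many of its hits are not listed in these tables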
14-3-3 Bad inh = disrupts binding of bovine 14-3-3 zeta to phospho-Bad peptide | hit rate 0.71% among 220,000 | TR-FRET 14-3-3zeta/Dy647-pBad peptide displacement, 1 h | AID 781 | inhibition, % at 21.7 µM;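 active means inhibition above about 70%, limit read from the data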;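 further: 0% = full 14-3-3 plus peptide FRET controls and 100% = background without 14-3-3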
Target sequence (P63103 whole entry, looked up): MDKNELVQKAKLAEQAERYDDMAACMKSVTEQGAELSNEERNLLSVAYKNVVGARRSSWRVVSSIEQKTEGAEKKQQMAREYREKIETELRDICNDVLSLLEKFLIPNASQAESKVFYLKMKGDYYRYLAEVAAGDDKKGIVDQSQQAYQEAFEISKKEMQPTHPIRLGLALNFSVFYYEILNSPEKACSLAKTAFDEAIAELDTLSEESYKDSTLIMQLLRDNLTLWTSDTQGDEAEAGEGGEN
The depositor's hits bear a star; . = not tested or not shown; [ ] = remark or other dose.

1. CCOC(=O)/C(C#N)=C1/C=CN(c2ccccc2)C=N1
2. CCCCCn1c(=O)c(C(=O)OCC)c(Cl)c2ccccc21
3. C[C@H](NC(=O)Nc1ccccc1F)C(=O)O
4. CC(C)CSc1nc2ccccc2n1CC(=O)O
5. Cn1nccc1NS(=O)(=O)c1ccc(NC(=O)C(F)(F)F)cc1

Compound	1	2	3	4	5
p97 inhibitor	2	-1	-2	6	4
eIF4E-4G inh	3[fluorescence artefact?]	2	5	-4	-1
Wee1 degr inh	0	1	1	-1	-1
hK5 inh	7	2	-9	4	-12
Mdm2 ligase inh	-13	-1	.	-4	-10
FXIIa inh 1536	9	6	4	9	9
Rad51 HR inh	1	.	3	.	10
FXIa inh	8	1	-6	1	5
14-3-3 Bad inh	-2[fluorescence artefact?]	-5	4	23	-3

6. CCC(C(=O)OCC(=O)Nc1ccc(C(=O)Nc2ccc(OC)cc2)cc1)c1ccccc1 (configuration not stated)
7. Cc1cc(C(=O)CN2C(=O)NC(c3ccccc3)(c3ccccc3)C2=O)c(C)n1Cc1ccco1
8. Cc1ccc(-c2nc3ncccc3o2)cc1NC(=O)c1cccs1
9. COc1ccc(C)cc1S(=O)(=O)N1CCN(S(=O)(=O)c2cc(C)ccc2OC)C(C)C1 (configuration not stated)
10. S=C1SCN(CCN2CCOCC2)CN1Cc1ccccc1

Compound	6	7	8	9	10
p97 inhibitor	2	2	6	-5	5
eIF4E-4G inh	7	-28	0	1	-1[fluorescence artefact?]
Wee1 degr inh	3	-5	1	2	3
hK5 inh	-11	-8	-2	-4	1
Mdm2 ligase inh	10	-4	-3	-6	2
FXIIa inh 1536	12	19	6	17	6
Rad51 HR inh	20	-6	10	-20	-6
FXIa inh	6	4	-5	-1	-5
14-3-3 Bad inh	-5	6	-2	-1	-5[fluorescence artefact?]

Rewritten with values under each structure: part of the list above.
Screens in order – p97 inhibitor | eIF4E-4G inh | Wee1 degr inh | hK5 inh | Mdm2 ligase inh | FXIIa inh 1536 | Rad51 HR inh | FXIa inh | 14-3-3 Bad inh
2. CCCCCn1c(=O)c(C(=O)OCC)c(Cl)c2ccccc21
→ -1 | 2 | 1 | 2 | -1 | 6 | . | 1 | -5
8. Cc1ccc(-c2nc3ncccc3o2)cc1NC(=O)c1cccs1
→ 6 | 0 | 1 | -2 | -3 | 6 | 10 | -5 | -2
9. COc1ccc(C)cc1S(=O)(=O)N1CCN(S(=O)(=O)c2cc(C)ccc2OC)C(C)C1 (configuration not stated)
→ -5 | 1 | 2 | -4 | -6 | 17 | -20 | -1 | -1
7. Cc1cc(C(=O)CN2C(=O)NC(c3ccccc3)(c3ccccc3)C2=O)c(C)n1Cc1ccco1
→ 2 | -28 | -5 | -8 | -4 | 19 | -6 | 4 | 6
4. CC(C)CSc1nc2ccccc2n1CC(=O)O
→ 6 | -4 | -1 | 4 | -4 | 9 | . | 1 | 23
6. CCC(C(=O)OCC(=O)Nc1ccc(C(=O)Nc2ccc(OC)cc2)cc1)c1ccccc1 (configuration not stated)
→ 2 | 7 | 3 | -11 | 10 | 12 | 20 | 6 | -5

(list continues)
11. CCCc1cc(-n2cnc3ccccc32)n2c(nc3ccccc32)c1C#N
12. Cc1nc(SCC#N)c2c3c(sc2n1)CCC3
13. O=c1c2ccccc2ncn1Cc1ccccc1
14. O=C(NCCCNc1ccc([N+](=O)[O-])cc1Cl)c1ccccc1F
15. Cc1cccc(NC(=S)NCCc2ccccc2)n1

Compound	11	12	13	14	15
p97 inhibitor	-1	6	3	4	2
eIF4E-4G inh	-4	4	-3	-3	0
Wee1 degr inh	1	-2	2	-3	1
hK5 inh	6	-8	-3	3	.
Mdm2 ligase inh	-22	2	-9	22	.
FXIIa inh 1536	18	16	3	10	10
Rad51 HR inh	-5	11	8	-1	.
FXIa inh	4	-3	-3	1	2
14-3-3 Bad inh	7	9	-2	-16	-7

16. Cc1nc(-c2cccc(NS(=O)(=O)c3ccccc3)c2)cs1
17. N=C1SCC(=O)N1c1ncc(Cc2cccc(Cl)c2)s1
18. Cc1onc(-c2ccccc2Cl)c1C(=O)NCc1ccccn1
19. CCNC(=S)SCCOc1ccc(C)cc1
20. CCCN(CC1CC1)C(=O)COc1ccccc1C(=O)NCc1ccccc1

Compound	16	17	18	19	20
p97 inhibitor	-1	2	-4	4	-8
eIF4E-4G inh	2	-1	3[fluorescence artefact?]	-3[fluorescence artefact?]	-3
Wee1 degr inh	-2	0	0	-2	-2
hK5 inh	37	-7	-5	-16	-2
Mdm2 ligase inh	-18	10	-1	-8	-2
FXIIa inh 1536	10	5	11	6	10
Rad51 HR inh	-2	8	0	-1	-2
FXIa inh	3	5	1	1	-2
14-3-3 Bad inh	7	-8	7[fluorescence artefact?]	-5[fluorescence artefact?]	-6

21. CC(C)c1ccc(C2NC(C(=O)O)CS2)cc1 (configuration not stated)
22. CC(C)COc1ccc(C(=O)Nc2scc(-c3ccc(Cl)cc3Cl)c2C(N)=O)cc1
23. Cc1ccc(NC(=O)COC(=O)CSC(=S)N2CCOCC2)cc1
24. O=C(COC(=O)C(Cc1ccccc1)NC(=O)c1ccc(Cl)cc1)c1ccc(Cl)cc1 (configuration not stated)
25. CCc1nnc(NC(=O)c2ccc(S(=O)(=O)N(CCOC)CCOC)cc2)o1

Compound	21	22	23	24	25
p97 inhibitor	2	3	3	4	-1
eIF4E-4G inh	-5	-16	-3	-3	-4
Wee1 degr inh	-1	-2	-2	-2	5
hK5 inh	-22	5	-2	-18	-23
Mdm2 ligase inh	1	18	-9	-8	-11
FXIIa inh 1536	-18	23	-4	7	7
Rad51 HR inh	5	.	-2	-4	3
FXIa inh	-6	4	15	7	-3
14-3-3 Bad inh	-8	-8	-5	-21[fluorescence artefact?]	10

26. O=C(CSc1nc2ccccc2[nH]1)Nc1nc(-c2ccc(Br)cc2)cs1
27. COc1ccc(CCNc2oc(COc3ccccc3)nc2C#N)cc1
28. COc1cc(OC)cc(C(=O)N(Cc2cc3cc(C)ccc3[nH]c2=O)C(C)C)c1
29. O=c1cc(-c2ccccc2)oc2ccc(O)cc12
30. O=C(COC(=O)c1cccc(S(=O)(=O)NCc2ccccc2)c1)Nc1ccccc1OC(F)F

Compound	26	27	28	29	30
p97 inhibitor	-4	-9	0	4	-3
eIF4E-4G inh	6[fluorescence artefact?]	-2	9	-6	-5
Wee1 degr inh	0	-1	1	8	-1
hK5 inh	-13	15	-4	-4	-19
Mdm2 ligase inh	-7	-19	-17	-23	-7
FXIIa inh 1536	-2	10	-1	5	10
Rad51 HR inh	-2	.	-19	4	.
FXIa inh	-5	5	-10	-1	7
14-3-3 Bad inh	-5	-5	-8[fluorescence artefact?]	-14	-3

31. COc1ccc(CN=C(Nc2ccccc2)SC2CC(=O)N(C)C2=O)cc1 (configuration not stated)
32. Cc1[nH]c(=O)[nH]c1CN1CCCCC1
33. Cc1ccc(N=Nc2c(N)n(-c3ccccc3)[nH]c2=O)cc1
34. O=C(Nc1nc2ccc([N+](=O)[O-])cc2s1)C1CCCO1 (configuration not stated)
35. CCCCN=C1N/C(=C\c2ccco2)C(=O)N1c1ccccc1

Compound	31	32	33	34	35
p97 inhibitor	-2	3	-5	5	1
eIF4E-4G inh	-1	-5	5	6	-1[fluorescence artefact?]
Wee1 degr inh	5	4	4	0	-2
hK5 inh	-15	0	40*	-4	-7
Mdm2 ligase inh	-1	-4	-33	-9	8
FXIIa inh 1536	0	5	16	2	22
Rad51 HR inh	.	13	-11	2	-3
FXIa inh	-2	1	18	-3	5
14-3-3 Bad inh	1	-1	-15	1	-8[fluorescence artefact?]

36. COc1cccc(Cn2c(N)c(C#N)c3nc4ccccc4nc32)c1OC
37. CCN1CCN(C(=O)C(NS(=O)(=O)c2ccc3nc(C)sc3c2)C(C)C)CC1 (configuration not stated)
38. CN(CCO)C(=O)c1ccc(-c2nn(C)c(=O)c3ccccc23)cc1
39. CCCc1c(CC)c(=N)c2ccccc2n1C
40. O=C1c2ccccc2S(=O)(=O)N1CC1CC(c2ccc(Cl)cc2)=NO1 (configuration not stated)

Compound	36	37	38	39	40
p97 inhibitor	9	8	1	-4	-5
eIF4E-4G inh	5	-1	1	4[fluorescence artefact?]	5[fluorescence artefact?]
Wee1 degr inh	-3	2	-3	-2	6
hK5 inh	-1	-25	4	-25	-15
Mdm2 ligase inh	-10	-16	-9	5	-44
FXIIa inh 1536	2	11	13	23	-1
Rad51 HR inh	-17	11	12	-1	.
FXIa inh	-6	5	-4	5	-6
14-3-3 Bad inh	-3	-3[fluorescence artefact?]	-12	24[fluorescence artefact?]	5[fluorescence artefact?]

41. CCCCCn1c(SC(C)C(C)=O)nc2c1c(=O)[nH]c(=O)n2C (configuration not stated)
42. Cc1ccc(C)c(S(=O)(=O)NCCCN2CCOCC2)c1
43. COc1ccc(-c2nn(-c3ccccc3)cc2C2CC(c3cccs3)=NN2C(=O)CCC(=O)O)cc1 (configuration not stated)
44. O=C(NCC(c1ccc(F)cc1)N1CCOCC1)c1ccc(Br)o1 (configuration not stated)
45. Cc1ccc(NC(=O)C2=NNC(=O)CC2)cc1F

Compound	41	42	43	44	45
p97 inhibitor	1	-6	-1	5	2
eIF4E-4G inh	6	0	-5	9	0
Wee1 degr inh	-1	1	-2	-1	5
hK5 inh	-22	33	3	-19	11
Mdm2 ligase inh	-5	-91	-2	-9	-11
FXIIa inh 1536	6	24	10	-7	3
Rad51 HR inh	-2	3	13	-8	11
FXIa inh	-3	31	2	5	3
14-3-3 Bad inh	4[fluorescence artefact?]	3	5	60[fluorescence artefact?]	0

46. CCOC(=O)C1=C(C)NC(=O)NC1/C=C/c1ccccc1OC (configuration not stated)
47. CC(=O)c1ccc(NC(=S)Nc2ccc(Br)c(Cl)c2)cc1
48. CCn1cc(C(=O)OCC(=O)N(C)C2CCS(=O)(=O)C2)c(=O)c2ccc(C)nc21 (configuration not stated)
49. N#C/C(=C\C=C\c1ccccc1)c1nc(-c2ccc(Cl)cc2)cs1
50. COc1cc(C(=O)NCc2nnc(SCC(=O)Nc3nc4ccccc4s3)o2)cc(OC)c1OC
51. CC(/C=C/c1ccc2c(c1)OCO2)=N/NC(=O)c1ccncc1

Compound	46	47	48	49	50	51
p97 inhibitor	-8	4	0	7	0	9
eIF4E-4G inh	-2	0	1	2	-5	-2
Wee1 degr inh	0	-3	3	1	12*	1
hK5 inh	-2	-11	-46	-1	-12	6
Mdm2 ligase inh	-13	-8	-13	-8	-13	-1
FXIIa inh 1536	4	3	6	5	-1	10
Rad51 HR inh	.	1	0	-9	-15	.
FXIa inh	-4	-4	-6	0	-1	2
14-3-3 Bad inh	-2	-12	9	0	12	-1
